Screens from PubChem.
Pin1 inh – qHTS Assay to Find Inhibitors of Pin1. actives 0.009% (n = 390,000). Pin1 FP peptide displacement, HiFluor488, 10 min. Potency, µM (titrated, usually from 115 µM), inactives show top-dose activity, negative = inhibition, most hits filed as inhibitors. Peptidyl-prolyl cis-trans isomerase NIMA-interacting 1 (Homo sapiens), Q13526; active means well fitted inhibition curve with a large enough effect in the polarisation, with a control signal flat, not every such curve was filed as active; inconclusive means small, poorly fitted or top-dose-only effect, or effect the other way, or a change in a side signal; inactive means no such curve, though single readings can be large or run the other way; the % refers to the polarisation; further: on the % scale 0 is the no-effect control and ±100 the full control effect
Target sequence (Q13526 whole entry, looked up): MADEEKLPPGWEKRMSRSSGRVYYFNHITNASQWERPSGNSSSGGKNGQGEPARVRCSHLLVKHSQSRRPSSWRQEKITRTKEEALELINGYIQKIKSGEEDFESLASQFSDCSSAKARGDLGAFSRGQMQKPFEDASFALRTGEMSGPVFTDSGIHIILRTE
BAZ2B inh – qHTS Assay for Inhibitors of BAZ2B; AlphaScreen BAZ2B-H3K14Ac peptide displacement; Potency, µM (top dose mostly 114 µM), for the others: top-dose activity change, negative = inhibition, hits mostly inhibitors; actives 4.4% (n = 360,000); Bromodomain adjacent to zinc finger domain protein 2B (Homo sapiens), Q9UIF8; further: on the % scale 0 is the no-effect control and ±100 the full control effect; nearly all actives have a fitted effect of over 60% in size
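AlphaScreen luminescence quantifies BAZ2B engagement of H3K14Ac peptide; the protein and biotinylated peptide are both at 50 nM final, buffer PBS pH 7.4 with 0.01% Tween-20, all steps at room temperature.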
Tb PGK inh – qHTS Assay to Find Inhibitors of Phosphoglycerate Kinase. Phosphoglycerate kinase, glycosomal (Trypanosoma brucei brucei), P07378. PGK/GAPDH coupled, Kinase-Glo luminescence, 60 min. Potency, µM (top dose mostly 57.5 µM), for the others: at the highest dose activity change, negative = inhibition, hits mostly inhibitors. actives 0.043% (n = 380,000). AID 602233, 2012; further: on the % scale 0 is the no-effect control and ±100 the full control effect; nearly all actives have a fitted effect of over 60% in size
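Recombinant glycosomal PGK reaction used 1,3-bisphosphoglycerate generated in-well by GAPDH (100nM final) in 100mM TEA pH 7.6, 5mM MgCl2, 0.01% Tween-20. After 60 minutes at room temperature, ATP was read by Kinase-Glo Plus luminescence end-point.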
BLM inh – qHTS Assay for Inhibitors of Bloom's syndrome helicase (BLM) | recombinant BLM DNA unwinding, fluorescence dequenching | Potency, µM (top dose mostly 56.1 µM), for the others: at the top dose activity change, negative = inhibition, hits mostly inhibitors | actives 0.2% (n = 350,000);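 further: plate controls were vehicle for no effect and no enzyme for full effect; nearly all actives have a fitted effect of over 35% in size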
HP1b chromo inh – HTS for Inhibitors of HP1-beta Chromodomain Interactions with Methylated Histone Tails; Chromobox protein homolog 1 (Homo sapiens), P83916; AlphaScreen HP1-beta / biotin-H3K9me3 peptide binding; Potency, µM (top dose mostly 114 µM), inactives show at the highest dose activity change, negative = inhibition, actives largely listed as inhibitors; actives 0.56% (n = 390,000); AID 540317, 2011; further: nearly all actives have a fitted effect of over 70% in size; inactives centre near 23
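HP1-beta protein (50 nM final) preincubated 30 min at room temperature with biotinylated H3(1-18)K9me3 peptide (50 nM) in PBS pH 7.4, 0.01% Tween-20, then compound added for 30 min. AlphaScreen streptavidin donor/nickel chelate acceptor beads (10 ug/mL final), 30 min dark, luminescence read.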
Pol iota inh – qHTS for Inhibitors of Polymerase Iota; DNA polymerase iota (Homo sapiens), Q9UNA4; actives 1% (n = 390,000); Pol iota fluorescent replication assay, 10 min; Potency, µM (doses to about 115 µM), for inactives: top-dose activity, negative = inhibition, most hits filed as inhibitors
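Fluorescent replication assay read twice, at 0 min and 10 min after adding 50 nM (final) substrate. Enzyme (10 nM) and compounds were first incubated 15 min at room temperature; enzyme-free buffer wells were negative controls.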
GLS inh – qHTS for Inhibitors of Glutaminase (GLS); Glutaminase kidney isoform, mitochondrial (Homo sapiens), O94925; GLS enzymatic activity, qHTS titration; Potency, µM (series often up to 45.5 µM), without a hit: top-dose activity change, negative = inhibition, hits mostly inhibitors; actives 0.21% (n = 410,000); AID 624170, 2012; further: on the % scale 0 is the no-effect control and ±100 the full control effect
Target sequence (O94925 whole entry, looked up, canonical isoform): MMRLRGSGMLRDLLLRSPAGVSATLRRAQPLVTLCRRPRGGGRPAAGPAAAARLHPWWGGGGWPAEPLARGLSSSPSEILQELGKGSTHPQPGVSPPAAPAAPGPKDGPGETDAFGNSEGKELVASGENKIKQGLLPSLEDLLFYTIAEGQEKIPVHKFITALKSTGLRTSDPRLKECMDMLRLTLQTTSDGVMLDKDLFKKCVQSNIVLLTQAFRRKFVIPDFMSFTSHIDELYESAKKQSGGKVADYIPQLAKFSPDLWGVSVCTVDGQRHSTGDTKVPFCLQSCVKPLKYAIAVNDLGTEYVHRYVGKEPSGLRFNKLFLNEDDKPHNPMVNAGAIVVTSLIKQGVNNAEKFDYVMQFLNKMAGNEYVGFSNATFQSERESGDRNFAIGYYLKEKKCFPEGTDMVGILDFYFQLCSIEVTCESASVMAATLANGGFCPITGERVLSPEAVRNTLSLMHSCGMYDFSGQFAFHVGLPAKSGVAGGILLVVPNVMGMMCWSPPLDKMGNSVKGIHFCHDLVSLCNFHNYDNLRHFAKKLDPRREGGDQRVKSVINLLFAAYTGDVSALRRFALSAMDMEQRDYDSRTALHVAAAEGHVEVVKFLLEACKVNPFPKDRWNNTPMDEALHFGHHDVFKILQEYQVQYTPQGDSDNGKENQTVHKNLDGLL
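hKGA in 45 mM KH2PO4 (pH 8.2), 0.02% Tween-20 with compound, then 1mM L-Glutamine (stock as added) plus glutamate oxidase/HRP/Amplex red coupling mix. Fluorescence read initially and after 30 min at RT; signal change reflects glutamate formation.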
G9a block – qHTS Assay for Inhibitors of Histone Lysine Methyltransferase G9a; Histone-lysine N-methyltransferase EHMT2 (Homo sapiens), Q96KQ7; G9a H3K9 monomethylation, AlphaScreen, 2 h; Potency, µM (series often up to 102 µM), for the others: at the highest dose activity, negative = inhibition, most hits filed as inhibitors; actives 8.8% (n = 350,000); AID 504332, 2011; further: on the % scale 0 is the no-effect control and ±100 the full control effect; nearly all actives have a fitted effect of over 75% in size
Target sequence (Q96KQ7 913-1193 limits assumed): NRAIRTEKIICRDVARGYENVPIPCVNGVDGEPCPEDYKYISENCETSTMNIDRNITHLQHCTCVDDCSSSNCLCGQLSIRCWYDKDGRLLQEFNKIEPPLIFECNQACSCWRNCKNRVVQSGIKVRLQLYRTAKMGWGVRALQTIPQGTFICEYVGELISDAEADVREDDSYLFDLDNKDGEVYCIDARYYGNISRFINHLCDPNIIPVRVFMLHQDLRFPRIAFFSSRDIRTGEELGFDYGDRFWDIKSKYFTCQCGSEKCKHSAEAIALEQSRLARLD
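Methyltransferase reactions run at room temperature for 2 h (20 nM enzyme, 500 nM biotin-H3K9 peptide, 20 uM SAM) after a 15 min compound preincubation; product detected by AlphaScreen beads and anti-H3K9me1 antibody.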
JMJD2A Tudor – qHTS Assay for Inhibitors of JMJD2A-Tudor Domain; Lysine-specific demethylase 4A (Homo sapiens), O75164; AlphaScreen JMJD2A-Tudor / H3K4me3 peptide binding; Potency, µM (titrated, usually from 114 µM), for inactives: at the highest dose activity change, negative = inhibition, hits mostly inhibitors; actives 4.4% (n = 390,000); AID 504339, 2011; further: on the % scale 0 is the no-effect control and ±100 the full control effect; nearly all actives have a fitted effect of over 50% in size
An asterisk follows results filed as active; i = inactive; ? = inconclusive; . = not tested or not shown; & = joins results of further samples; [ ] = dose if it differs, or a comment. Unless noted, the call rests on the fitted dose curve; in most records, active means well fitted curve in the direction sought with a large enough effect; inconclusive means small, poorly fitted or top-dose-only effect, or another doubt; inactive means no such curve, though single readings can be large; an effect the other way counts as inactive or inconclusive. Potency means the concentration at half of the fitted maximal effect.

SMILES	Pin1 inh	BAZ2B inh	Tb PGK inh	BLM inh	HP1b chromo inh	Pol iota inh	GLS inh	G9a block	JMJD2A Tudor
COCCn1c(=O)[nH]c2cc(C(=O)N3CCN(c4ccccc4F)CC3)ccc2c1=O	-2%	-17%	-3%	1%	3%	158%[activator]	2%	14%	-16%
COc1ccccc1N/C=C/c1onc(C)c1[N+](=O)[O-]	?	-5%	?	-1%	19%	-19%	13%	2%	-10%
Cc1cc(C)cc(NC(=O)CSc2nc(=O)n(CCN3CCOCC3)c3c2CCC3)c1	-2%	-1%	i	2%	8%	-4%	-10%	-3%[59 µM]	-23%
COc1cc(C2C(C#N)=C(C)NC3=C2C(=O)CC(C)(C)C3)ccc1O (stereo unspecified)	2%	-4%	3%	-12%	26%	1%	22%	?	3%
CCOC(=O)CSc1nc2ccc(S(=O)(=O)N3CCOCC3)cc2[nH]1	7%	5%	3%	-2%	58%[activator]	13%	12%	-14%	-50%
O=C(NCCCN1CCOCC1)c1cccnc1SCc1ccccc1Cl	-2%	0%	i	-11%	38%	6%	-6%	10%	-8%
Nc1ccc(-c2nc3cc(N)ccc3n2CCO)cc1	8%	-15%	-1%	0%	27%	2%	19%	-38%[59 µM]	-3%
COc1ccc(-c2[nH]nc3c2C(c2ccoc2)C(C#N)=C(N)O3)cc1 (stereo unspecified)	9%	-11%	4%	-3%	9%	10%	20%	-19%[59 µM]	-27%
C[C@@H]1[C@H](c2ccccc2)Oc2ccc(Cl)cc2S(=O)(=O)N1CC1CCCN1C(=O)OC(C)(C)C (stereo partly specified)	21%	.	8%	.	14%	60%[activator]	8%	.	-36%
COC(=O)c1ccccc1NC(=O)Cn1c(=O)n(CCC(=O)NCc2ccccc2OC)c(=O)c2ccccc21	1%	-22%	-8%	-6%	6%	-9%	-9%	-10%[59 µM]	3%
O=C(Nc1ccccc1)O/N=C1\CCCCC1c1ccc([N+](=O)[O-])cc1[N+](=O)[O-] (stereo unspecified)	-8%	-10%	-2%	-3%	8%	14%	3%	8%	-16%
COc1ccc(C2CC(=O)N(CCCN(C)CCc3ccc(OC)c(OC)c3)C2)cc1 (stereo unspecified)	-1%	89µM*	.	-10%	?	-7%	10%	?	100µM*
O=c1cc(CSc2nnnn2-c2ccccc2)nc2scc(-c3ccccc3)n12	22%	8%	-2%	-12%	1%	?	2%	-35%[12.7 µM]	-35%
Cc1ccc(S(=O)(=O)N(C)CC(=O)NCc2ccncc2)cc1	-8%	-19%	0%	-2%	34%	19%	1%	-17%[59 µM]	-10%
COCCN1C(=O)c2oc3ccccc3c(=O)c2C1c1ccc(C(=O)OC)cc1 (stereo unspecified)	0%	-2%	-6%	2%	64%[activator]	-4%	7%	-2%[59 µM]	-8%
O=C(Cn1cnc2cc([N+](=O)[O-])ccc2c1=O)NC(c1ccccc1)c1ccccc1	1%	-3%	-7%	-7%	25%	70%[activator]	0%	14%[59 µM]	-17%
CC1CCCN(C(=O)c2nn(C)c3c2CSc2ccccc2-3)C1 (stereo unspecified)	7%	2%	-5%	-2%	15%	17%	1%	.	?
N#Cc1ccsc1NC(=O)COC(=O)c1cc(Br)ccc1O	38%[activator]	5%	-5%	-4%	21%	48%[activator]	-10%	-6%	-8%
COc1ccc(-c2cc(C(=O)OCC(=O)N3CCCCC3)c3ccccc3n2)cc1OC	19%	.	-11%	.	113%[activator]	-4%	0%	.	21%
COCCN(C(=O)C1CC(=O)N(Cc2ccccc2)C1)c1nc(-c2ccc([N+](=O)[O-])cc2)cs1 (stereo unspecified)	20%	-11%	-2%	.	-3%	14%	1%	2%[12.7 µM]	-31%

Looked up above:
HP1b chromo inh, `N#Cc1ccsc1NC(=O)COC(=O)c1cc(Br)ccc1O` → 21%
HP1b chromo inh, `O=C(Nc1ccccc1)O/N=C1\CCCCC1c1ccc([N+](=O)[O-])cc1[N+](=O)[O-]` (stereo unspecified) → 8%

Further compounds
SMILES	Pin1 inh	BAZ2B inh	Tb PGK inh	BLM inh	HP1b chromo inh	Pol iota inh	GLS inh	G9a block	JMJD2A Tudor
CN(Cc1ccccc1)S(=O)(=O)c1ccc(S(=O)(=O)N(Cc2ccc(F)cc2)C2CCCC2)cc1	-2%	-30%	-8%	9%	43%[activator]	23%	-3%	-33%[59 µM]	-6%
CCC1CCCCN1C(=O)c1ccc2c(c1)C(=O)N(c1ccc(C)cc1)C2=O (stereo unspecified)	-3%	-16%	1%	-1%	-3%	147%[activator]	2%	19%	-15%
C=CCc1ccccc1OCC(O)CN1CCN(c2ccc(OC)cc2)CC1 (stereo unspecified)	-10%	50µM*	-5%	-4%	?	?	67%[activator]	?	18µM*
O=C(Nc1ccc(N2CCOCC2)cc1)C1CCN(S(=O)(=O)c2ccccc2F)CC1	1%	0%	-4%	-5%	39%	?	20%	-3%[12.7 µM]	-1%
CN(CC(=O)NCc1ccccn1)S(=O)(=O)c1ccc(F)cc1	-2%	5%	i	-1%	48%[activator]	106%[activator]	-4%	26%	1%
O=S(=O)(c1ccc(Cl)cc1)N1CCN(c2ccccn2)CC1	-1%	?	-8%	-2%	20%	119%[activator]	6%	20%	-7%
S=C(NCc1ccncc1)Nc1ccc(Cl)cc1	-1%	-5%	-1%	3%	40%[activator]	22%	8%	2%	0%
O=S(=O)(Nc1ccc(N2CCOCC2)cc1)c1cccs1	1%	-6%	i	-4%	26%	0%	52%[activator]	-40%[12.7 µM]	-14%
COc1ccc(-c2nc3ccccc3n3c(-c4ccccc4)c4c(=O)n(C)c(=O)n(C)c4c23)cc1OC	1%	-6%	12%	-1%	18%	6%	-3%	-20%[59 µM]	-9%
Cn1cc(Br)c(C(=O)N/N=C/c2cc3c(cc2Cl)OCO3)n1	43%[activator]	-12%	-11%	-11%	53%[activator]	23%	0%	.	-7%
CCOC(=O)c1c(NC(=O)COc2cccc(C(F)(F)F)c2)sc2c1CCCCC2	-14%	-7%	10%	-1%	-21%	3%	0%	5.6µM*	-15%
Cc1csc(NC(=O)CNS(=O)(=O)c2cccs2)n1	2%	-2%	i	-1%	5%	5%	?	47%[12.7 µM]	8.9µM*
NC(=O)NCCc1ccccc1	0%	2%	i	-1%	29%	12%	4%	17%	-13%
COc1ccc(-n2nc(C(=O)NCC(=O)Nc3cccc(C)n3)c3ccccc3c2=O)cc1	84%[activator]	3%	-1%	-7%	56%[activator]	?	16%	-38%[59 µM]	-2%
COc1ccc(CNC(=O)CCC(=O)Nc2cccnc2)cc1	0%	1%	i	-4%	42%[activator]	39%[activator]	-3%	40µM*	-3%
Cn1c(N2CCN(C(c3ccccc3)c3ccccc3)CC2)nc2ccccc21	13%	?	-6%	-22%	4%	32%[activator]	-7%	.	-28%
COc1ccc(OC)c2[nH]c(=O)c(CCNC(=O)C(C)(C)C)cc12	0%	3%	-9%	1%	44%	8%	-9%	-1%	-14%
O=C(O)c1ccccc1NS(=O)(=O)c1ccc(N/N=C/c2ccc(O)c(O)c2)c([N+](=O)[O-])c1	.	.	35µM*	.	14µM*	7.9µM*	-9%	.	28µM*
O=C(O)CCSc1nc(C(F)(F)F)cc(=O)n1-c1ccccc1	-12%	-2%	-1%	1%	34%	6%	1%	3%[59 µM]	-8%[57.1 µM]
COc1cc(NC(=O)Cc2ccc([N+](=O)[O-])cc2)c(C(=O)O)cc1OC	2%	-1%	i	3%	31%	-9%	-2%	-27%	-2%
COc1ccc(CN2C(=O)c3ccccc3C(/C=N\OCc3ccc(C)cc3)C2=O)cc1 (stereo unspecified)	-1%	-6%	4%	-11%	22%	26%	-5%	52%[activator][59 µM]	?
Cc1cc(C(=O)N/N=C/c2ccc([N+](=O)[O-])cc2)c(C)o1	-2%	19%	-6%	-2%	3%	103%[activator]	2%	.	-8%
N#CCSCC(=O)Nc1ccc(F)cc1	7%	6%	-3%	1%	24%	-9%	3%	-6%[12.7 µM]	-8%
O=C(NCC(=O)N(Cc1cccs1)C(C(=O)NC1CCCC1)c1ccco1)c1cccs1 (stereo unspecified)	0%	-2%	i	-1%	41%	20%	-14%	?	-8%
CCn1ccnc1CN1CCc2c([nH]c3ccccc23)C1C(C)(C)C (stereo unspecified)	-4%	?	-8%	-8%	-4%	35%[activator]	2%	?	?
O=C(N=C1SC2CS(=O)(=O)CC2N1c1ccccc1)c1ccccc1 (stereo unspecified)	-7%	.	-8%	.	-4%	29%	1%	.	-12%
O=C(Nc1nnc(S(=O)(=O)N2CCOCC2)s1)c1cccc(F)c1	0%&0%	?	-9%	2%&-5%	22%&-21%	-2%&-20%	11%&-2%	?	?
Cc1ccc(C2(CCNS(=O)(=O)c3ccc(C)cc3)CCOC(C(C)C)C2)cc1 (stereo unspecified)	31%[activator]	-15%	-13%	-16%	39%[activator]	16%	-11%	-2%[59 µM]	0%
COc1ccc(CCNC(=O)C2CCCN2C(=O)NC2CCCCC2)cc1OC (stereo unspecified)	8%	4%	-1%	0%	29%	9%	-2%	-6%[2.33 µM]	4%

Among those listed so far, these have a CF3 group.
SMILES	Pin1 inh	BAZ2B inh	Tb PGK inh	BLM inh	HP1b chromo inh	Pol iota inh	GLS inh	G9a block	JMJD2A Tudor
CCOC(=O)c1c(NC(=O)COc2cccc(C(F)(F)F)c2)sc2c1CCCCC2	-14%	-7%	10%	-1%	-21%	3%	0%	5.6µM*	-15%
O=C(O)CCSc1nc(C(F)(F)F)cc(=O)n1-c1ccccc1	-12%	-2%	-1%	1%	34%	6%	1%	3%[59 µM]	-8%[57.1 µM]

These rows are one share of the data, so the mix of outcomes need not match the whole.
